High-throughput results: PubChem BioAssay, several laboratories
bIAP inh: intestinal alkaline phosphatase (bovine) inhibition; AID 1019; inhibition, % at 20 µM; purified bovine IAP, CDP-star luminescence, 30 min; 190,000 tested, under 10 active;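 active = over 50% inhibition of intestinal alkaline phosphatase at 20 µM in the single-dose screen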
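Assay system – bovine IAP enzyme · Quantity – bovine IAP at 1/65,000,000 final dilution · Detection – CDP-star luminescence signal · Times – 30 min reaction at room temperature · Also added – CDP-star substrate at 30 µM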
APP transl inh: APP translation inhibition; 0.82% of 190,000 active; inhibition, % at 2 µM; SH-SY5Y APP 5'UTR-luciferase reporter, luminescence;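 active = inhibition above a set limit, derived from the sample mean plus 3 SD, cut at about 45% in these data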; note: values of inactives mirror those of a sister screen read the other way
FLuc inhib CS: counter-screen for luciferase assay inhibitors: firefly luciferase inhibition; P08659; ATPLite firefly luciferase biochemical luminescence, 10 min; inhibition, % at 10 µM; 1.5% of 200,000 active; AID 1006;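 active = inhibition above about 50% when tested at 10 µM, limit read from the data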
Target sequence (P08659 whole entry, looked up): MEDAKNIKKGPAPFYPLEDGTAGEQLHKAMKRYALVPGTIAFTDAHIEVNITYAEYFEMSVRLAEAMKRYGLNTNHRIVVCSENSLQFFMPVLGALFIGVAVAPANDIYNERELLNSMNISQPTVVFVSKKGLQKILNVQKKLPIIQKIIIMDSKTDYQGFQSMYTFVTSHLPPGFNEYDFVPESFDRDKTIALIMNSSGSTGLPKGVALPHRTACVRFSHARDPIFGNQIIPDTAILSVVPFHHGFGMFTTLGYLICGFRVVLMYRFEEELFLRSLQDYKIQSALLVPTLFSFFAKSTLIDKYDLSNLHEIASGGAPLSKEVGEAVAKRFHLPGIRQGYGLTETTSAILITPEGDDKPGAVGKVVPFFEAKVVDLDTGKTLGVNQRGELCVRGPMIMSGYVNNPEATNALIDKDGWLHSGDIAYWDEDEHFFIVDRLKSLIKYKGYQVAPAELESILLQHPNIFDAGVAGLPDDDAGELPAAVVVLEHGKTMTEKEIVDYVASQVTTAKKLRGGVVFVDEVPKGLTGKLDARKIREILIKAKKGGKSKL
TNAP inh no acc: TNAP (human) inhibition, acceptor-free conditions; P05186; purified TNAP, CDP-star luminescence, 30 min; inhibition, % at 20 µM; 0.26% of 200,000 active;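 active = tissue-nonspecific alkaline phosphatase inhibition above about 50% at 20 µM in the single-dose screen, limit read from the data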;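 note: 0% = DMSO negative control and 100% = EDTA positive control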
Target sequence (P05186 whole entry, looked up): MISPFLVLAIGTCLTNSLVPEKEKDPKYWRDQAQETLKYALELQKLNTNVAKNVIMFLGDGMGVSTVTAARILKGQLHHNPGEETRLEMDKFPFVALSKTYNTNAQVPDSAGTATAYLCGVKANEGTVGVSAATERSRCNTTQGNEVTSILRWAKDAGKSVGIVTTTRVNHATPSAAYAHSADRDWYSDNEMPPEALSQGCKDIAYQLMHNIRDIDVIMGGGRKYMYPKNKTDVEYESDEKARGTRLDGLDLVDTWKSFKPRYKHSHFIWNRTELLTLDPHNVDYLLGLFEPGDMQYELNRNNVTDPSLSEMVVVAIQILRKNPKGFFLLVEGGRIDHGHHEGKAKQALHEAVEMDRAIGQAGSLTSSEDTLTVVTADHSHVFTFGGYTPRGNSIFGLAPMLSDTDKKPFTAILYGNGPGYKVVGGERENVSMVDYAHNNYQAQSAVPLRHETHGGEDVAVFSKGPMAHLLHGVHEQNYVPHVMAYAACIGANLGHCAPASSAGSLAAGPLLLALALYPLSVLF
L major viab: reduces viability of Leishmania major promastigotes | AID 1063 | resazurin fluorescence viability | inhibition, % at 10 µM | 9% of 200,000 active; in the data active = inhibition above about 50%;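 note: promastigotes grown with compound for 44 hours at 28 °C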
bIAP activator: increases bovine intestinal alkaline phosphatase activity; activation factor at 20 µM; purified bovine IAP, CDP-star luminescence, 30 min; stronger effect = higher value; fold of DMSO-control signal, blank-subtracted; 0.17% of 200,000 active;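 active = activation factor of 2 or more at 20 µM, a signal rise over negative controls twice the positive control's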
TNAP inh hi DEA: inhibitors of human TNAP at high phosphate acceptor concentration; purified TNAP, CDP-star luminescence, 1 M DEA; AID 1135; 0.03% of 200,000 active; P05186; inhibition, % at 20 µM;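 active = over 50% inhibition of tissue-nonspecific alkaline phosphatase at 20 µM in the single-dose screen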;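 note: plate controls were DMSO wells for no effect and EDTA-quenched wells as full inhibition for full effect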
FLuc stim CS: firefly luciferase counter-screen for stimulation assays | ATPlite luciferase biochemical, luminescence, 10 min; 0 = ATP-free wells, 1 = DMSO control | activation factor at 10 µM | 200,000 tested, under 10 active | AID 1027;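 active = luciferase activation factor, scaled between plate controls, of at least 2 with compound at 10 µM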
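test system = cell-free luciferase reagent | medium = PBS as buffer for the ATP substrate | dosing = test compounds dosed from 2 mM stocks in 100% DMSO | incubation = 10 min at ambient temperature | detection = luminescence measurement of luciferase light output | benchmarks = low control with PBS replacing ATP, high control enzyme plus ATP without compound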
RAM network inh: blocks the yeast RAM network | S. cerevisiae dse1pr::URA3 reporter, 5-FOA growth OD615, 2 d; analog-sensitive cbk1-as2 kinase mutant strain | inhibition, % at 50 µM | 1.8% of 190,000 active | AID 868;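 active = inhibition above a set limit, 3 SD over mean compound inhibition, cut at about 8.4% in these data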;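 note: 0% = DMSO-only wells with no growth and 100% = 10 µM 1-NA-PP1 full growth; inhibition rescues growth on 5-FOA so higher OD means more RAM inhibition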
TNAP act hiacc: activators of human TNAP at high phosphate acceptor concentration | purified TNAP, CDP-star luminescence, 1 M DEA, 30 min; stronger effect = higher value; 0 = EDTA background, 1 = DMSO-only activity | P05186 | activation factor at 20 µM | 200,000 tested, under 10 active | AID 1136;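 active = activation factor at least 2 at 20 µM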
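Control set: EDTA negative control, DMSO positive control / Assay system: human TNAP / Quantity: TNAP 1/800 final / Evaluation: TNAP activation factor scaled between EDTA and DMSO control wells / Measured by: luminescent substrate turnover signal / Compound dosing: one dose, 20 µM / Times: 30 min enzyme reaction at room temperature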
Numbers without * were called inactive.

Cc1csc(/N=C/c2ccc([N+](=O)[O-])cc2)n1 was read as bIAP inh 13, APP transl inh 15, FLuc inhib CS -6, TNAP inh no acc -15, L major viab 52*, bIAP activator 0.9, TNAP inh hi DEA -2, FLuc stim CS 1.1, RAM network inh 1.1 and TNAP act hiacc 1.
Screening Cc1cccc(NC(=O)CCN2CC(C)OC(C)C2)c1 (stereo not given) returned bIAP inh -2, APP transl inh -10, FLuc inhib CS -2, TNAP inh no acc -3, L major viab 89*, bIAP activator 1, TNAP inh hi DEA -1, FLuc stim CS 1, RAM network inh 3.0 and TNAP act hiacc 1.
For Cc1cc(C)nc(NC(=NCCc2c[nH]c3ccccc23)NC(=O)Nc2ccc(Cl)cc2)n1 the results were bIAP inh 21, APP transl inh 1, FLuc inhib CS -4, TNAP inh no acc -7, L major viab 73*, bIAP activator 0.8, TNAP inh hi DEA -2, FLuc stim CS 1, RAM network inh 2.0 and TNAP act hiacc 1.
O=C(/C=C/c1ccccc1Cl)Nc1ccc(-c2nnc3n2CCCCC3)cc1 was read as bIAP inh 2, APP transl inh -16, FLuc inhib CS -5, TNAP inh no acc 1, L major viab 4, bIAP activator 1, TNAP inh hi DEA -6, FLuc stim CS 1, RAM network inh 2.0 and TNAP act hiacc 1.1.
COC(=O)c1cccc(OCC(O)Cn2ccnc2)c1 (stereo not given) was read as bIAP inh 4, APP transl inh -4, FLuc inhib CS -4, TNAP inh no acc -8, L major viab 0, bIAP activator 1, TNAP inh hi DEA -5, FLuc stim CS 1, RAM network inh 1.5 and TNAP act hiacc 1.
CSc1nsc(SCC(=O)Nc2ccc3c(c2)OCCO3)n1 was read as APP transl inh -141, FLuc inhib CS 1, TNAP inh no acc -5, L major viab -4, bIAP activator 0.4, TNAP inh hi DEA 4, FLuc stim CS 1, RAM network inh 1.5 and TNAP act hiacc 1.
`CC(C)(C)c1nc2ccccc2[nH]1` gave bIAP inh 9, APP transl inh 13, FLuc inhib CS -4, TNAP inh no acc -15, L major viab 19, bIAP activator 0.9, TNAP inh hi DEA -8, FLuc stim CS 1, RAM network inh 0.5 and TNAP act hiacc 1.1.
CCCC(C)NC(=O)COC(=O)c1ccccc1SCC(=O)NC(C)CCC (stereo not given) was read as bIAP inh -2, APP transl inh -15, FLuc inhib CS -5, TNAP inh no acc -6, L major viab -4, bIAP activator 1, TNAP inh hi DEA -1, FLuc stim CS 1, RAM network inh 0.8 and TNAP act hiacc 1.
Cc1cc(NC(=O)/C=C/c2ccccc2)no1 was read as bIAP inh 11, APP transl inh -73, FLuc inhib CS 32, TNAP inh no acc 0, L major viab 9, bIAP activator 0.9, TNAP inh hi DEA 0, FLuc stim CS 0.7, RAM network inh 0.8 and TNAP act hiacc 1.
Screening Cc1cc(C(F)(F)F)nc(SCc2ccc(C(=O)O)o2)n1 returned bIAP inh 3, APP transl inh -3, FLuc inhib CS -5, TNAP inh no acc 6, L major viab 17, bIAP activator 1, TNAP inh hi DEA -2, FLuc stim CS 1, RAM network inh 0.7 and TNAP act hiacc 1.

The final 2 entries of the section above open the next one.
Cc1cc(NC(=O)/C=C/c2ccccc2)no1 was read as bIAP inh 11, APP transl inh -73, FLuc inhib CS 32, TNAP inh no acc 0, L major viab 9, bIAP activator 0.9, TNAP inh hi DEA 0, FLuc stim CS 0.7, RAM network inh 0.8 and TNAP act hiacc 1.
Screening Cc1cc(C(F)(F)F)nc(SCc2ccc(C(=O)O)o2)n1 returned bIAP inh 3, APP transl inh -3, FLuc inhib CS -5, TNAP inh no acc 6, L major viab 17, bIAP activator 1, TNAP inh hi DEA -2, FLuc stim CS 1, RAM network inh 0.7 and TNAP act hiacc 1.
Screening Cc1nnc(SCc2nnc(-c3ccccc3)o2)n(N)c1=O returned bIAP inh 5, APP transl inh 12, FLuc inhib CS -6, TNAP inh no acc -10, L major viab 13, bIAP activator 0.9, TNAP inh hi DEA -3, FLuc stim CS 1.1, RAM network inh 1.5 and TNAP act hiacc 1.
For Cc1ccc(-n2c(C)nn(-c3ncc(C(F)(F)F)cc3Cl)c2=O)cc1 the results were bIAP inh 10, APP transl inh -5, FLuc inhib CS -1, TNAP inh no acc -2, L major viab -8, bIAP activator 0.9, TNAP inh hi DEA 2, FLuc stim CS 1, RAM network inh 0.4 and TNAP act hiacc 1.
For COc1cc(S(=O)(=O)N2CCCCC2)ccc1NC(=O)c1ccccc1Cl the results were bIAP inh 6, APP transl inh -6, FLuc inhib CS -6, TNAP inh no acc -8, L major viab 1, bIAP activator 0.9, TNAP inh hi DEA -3, FLuc stim CS 1.1, RAM network inh 2.6 and TNAP act hiacc 1.
Screening COc1ccc(N2CCN(CC(=O)Nc3ccc(SC(F)F)cc3)CC2)cc1 returned bIAP inh -26, APP transl inh -6, FLuc inhib CS -4, TNAP inh no acc -8, L major viab -2, bIAP activator 1.3, TNAP inh hi DEA 0, FLuc stim CS 1, RAM network inh -1.4 and TNAP act hiacc 1.
Screening Cc1ccc(C(=O)Nc2sc3c(c2C(=O)NCc2ccco2)CCCC3)cc1 returned bIAP inh 13, APP transl inh -7, FLuc inhib CS -4, TNAP inh no acc -6, L major viab 6, bIAP activator 0.9, TNAP inh hi DEA -1, FLuc stim CS 1, RAM network inh 5.0 and TNAP act hiacc 1.
For Cc1cccc(NC(=O)CC2SC(=NC3CCCCC3)NC2=O)c1 (stereo not given) the results were bIAP inh 1, APP transl inh -2, FLuc inhib CS -7, TNAP inh no acc -12, L major viab 5, bIAP activator 1, TNAP inh hi DEA -7, FLuc stim CS 1.1, RAM network inh 1.8 and TNAP act hiacc 1.1.
Cc1ccc(CNC(=O)/C(C#N)=C/c2ccc(C)s2)cc1 was read as bIAP inh -1, APP transl inh 9, FLuc inhib CS 0, TNAP inh no acc -1, L major viab -5, bIAP activator 1, TNAP inh hi DEA -1, FLuc stim CS 1, RAM network inh 3.2 and TNAP act hiacc 1.
`O=C(O)CC/C(=C\c1ccccc1[N+](=O)[O-])c1nc2ccccc2s1` gave bIAP inh -26, APP transl inh -20, FLuc inhib CS 3, TNAP inh no acc -7, L major viab -1, bIAP activator 1.3, TNAP inh hi DEA -1, FLuc stim CS 1, RAM network inh 1.9 and TNAP act hiacc 1.
Screening Cc1[nH]n(-c2ccc([N+](=O)[O-])cc2)c(=O)c1C=NCCN1CCN(C(=O)c2ccccc2F)CC1 returned bIAP inh -1, APP transl inh -14, FLuc inhib CS 17, TNAP inh no acc 6, L major viab -2, bIAP activator 1, TNAP inh hi DEA -6, FLuc stim CS 0.8, RAM network inh 1.2 and TNAP act hiacc 1.1.
CC(C)N(CCCNC(=O)c1ccc(N2CCCC2=O)cc1)Cc1ccccc1 was read as bIAP inh -7, APP transl inh -15, FLuc inhib CS -5, TNAP inh no acc 1, L major viab 3, bIAP activator 1.1, TNAP inh hi DEA 1, FLuc stim CS 1.1, RAM network inh 0.5 and TNAP act hiacc 1.
COc1ccc(C2Nc3ccccc3C(=O)N2NS(=O)(=O)c2ccccc2)cc1 (stereo not given) was read as bIAP inh 9, APP transl inh -8, FLuc inhib CS -3, TNAP inh no acc 4, L major viab 4, bIAP activator 0.9, TNAP inh hi DEA 1, FLuc stim CS 1, RAM network inh 1.3 and TNAP act hiacc 1.
Screening CCOC(=O)C1CCN(C(=O)C(C)c2ccc([N+](=O)[O-])cc2)CC1 (stereo not given) returned bIAP inh -20, APP transl inh 2, FLuc inhib CS -7, TNAP inh no acc -4, L major viab -7, bIAP activator 1.2, TNAP inh hi DEA -1, FLuc stim CS 1.1, RAM network inh 3.3 and TNAP act hiacc 1.
`CC(C)Oc1ccc(C2CC(=O)N(c3ccccc3)C2=O)cc1` (stereo not given) gave bIAP inh 8, APP transl inh 14, FLuc inhib CS 6, TNAP inh no acc -17, L major viab -4, bIAP activator 0.9, TNAP inh hi DEA -6, FLuc stim CS 0.9, RAM network inh -1.0 and TNAP act hiacc 1.1.
Screening Cc1ccc(-c2nn(-c3ccccc3)cc2CN(Cc2ccccc2)C(=O)c2ccco2)o1 returned bIAP inh 6, APP transl inh 12, FLuc inhib CS -5, TNAP inh no acc -7, L major viab 22, bIAP activator 0.9, TNAP inh hi DEA -6, FLuc stim CS 1, RAM network inh 0.5 and TNAP act hiacc 1.1.
`CS(=O)(=O)N(Cc1ccc(Cl)cc1)c1ccc(C(=O)NCCC2=CCCCC2)cc1` gave bIAP inh -1, APP transl inh -4, FLuc inhib CS -3, TNAP inh no acc 3, L major viab -5, bIAP activator 1, TNAP inh hi DEA -6, FLuc stim CS 1, RAM network inh 9.8* and TNAP act hiacc 1.1.
Screening Nc1ccc(C2CCCc3nonc32)c2nonc12 (stereo not given) returned bIAP inh 10, APP transl inh -13, FLuc inhib CS -1, TNAP inh no acc -4, L major viab -18, bIAP activator 0.9, TNAP inh hi DEA 1, FLuc stim CS 1, RAM network inh -1.2 and TNAP act hiacc 1.
COC(=O)CSc1nc(C)cc(Oc2ccccc2)n1 was read as bIAP inh 5, FLuc inhib CS -5, TNAP inh no acc -3, L major viab -6, bIAP activator 1, TNAP inh hi DEA -6, FLuc stim CS 1, RAM network inh -0.6 and TNAP act hiacc 1.1.
`Cc1ccc(C)c(NS(=O)(=O)c2cc(C(=O)NCc3ccccn3)ccc2Cl)c1` gave bIAP inh 6, APP transl inh 4, FLuc inhib CS -6, TNAP inh no acc -7, L major viab -2, bIAP activator 0.9, TNAP inh hi DEA -2, FLuc stim CS 1.1, RAM network inh 0.6 and TNAP act hiacc 1.
Screening COc1ccc(N2Cc3ccccc3C2=NC(=O)c2ccc(C)cc2)cc1OC returned bIAP inh -25, APP transl inh -34, FLuc inhib CS -3, TNAP inh no acc 1, L major viab 6, bIAP activator 1.3, TNAP inh hi DEA -1, FLuc stim CS 1, RAM network inh 1.8 and TNAP act hiacc 1.
C/C(Cc1ccccc1)=N\NC(=O)CCCCCC(=O)N/N=C(\C)Cc1ccccc1 was read as bIAP inh -9, APP transl inh 9, FLuc inhib CS -6, TNAP inh no acc -9, L major viab 1, bIAP activator 1.1, TNAP inh hi DEA -3, FLuc stim CS 1.1, RAM network inh -0.5 and TNAP act hiacc 1.
For CCN(CC)S(=O)(=O)c1cc(Br)c(C)cc1OC the results were bIAP inh 13, APP transl inh -11, FLuc inhib CS -4, TNAP inh no acc -10, L major viab 12, bIAP activator 0.9, TNAP inh hi DEA -5, FLuc stim CS 1, RAM network inh 1.0 and TNAP act hiacc 1.1.
For COC(=O)C1=C(C)N(c2ccc(Cl)cc2)/C(=C/c2cccs2)C1=O the results were bIAP inh -3, APP transl inh -12, FLuc inhib CS -4, TNAP inh no acc -4, L major viab 36, bIAP activator 1, TNAP inh hi DEA 5, FLuc stim CS 1, RAM network inh 4.0 and TNAP act hiacc 0.9.
For CC(C)OC(=O)c1nn2c(C(F)(F)F)cc(-c3ccc(Br)o3)nc2c1Br the results were bIAP inh 12, APP transl inh -1, FLuc inhib CS -7, TNAP inh no acc -3, L major viab 1, bIAP activator 0.9, TNAP inh hi DEA -4, FLuc stim CS 1.1, RAM network inh 3.8 and TNAP act hiacc 1.
